Compound activity: PubChem, Sanford-Burnham Center for Chemical Genomics
ATG4B inhibitor – blocks human ATG4B protease cleavage of LC3 substrate | Q9Y4P1 | ATG4B cleavage of LC3-PLA2, NBD-HPC fluorescence, 1 h | inhibition, % at 8.33 µM | hit rate 0.51% among 340,000; in the data active = inhibition above about 40%
Target sequence (Q9Y4P1 whole entry, looked up): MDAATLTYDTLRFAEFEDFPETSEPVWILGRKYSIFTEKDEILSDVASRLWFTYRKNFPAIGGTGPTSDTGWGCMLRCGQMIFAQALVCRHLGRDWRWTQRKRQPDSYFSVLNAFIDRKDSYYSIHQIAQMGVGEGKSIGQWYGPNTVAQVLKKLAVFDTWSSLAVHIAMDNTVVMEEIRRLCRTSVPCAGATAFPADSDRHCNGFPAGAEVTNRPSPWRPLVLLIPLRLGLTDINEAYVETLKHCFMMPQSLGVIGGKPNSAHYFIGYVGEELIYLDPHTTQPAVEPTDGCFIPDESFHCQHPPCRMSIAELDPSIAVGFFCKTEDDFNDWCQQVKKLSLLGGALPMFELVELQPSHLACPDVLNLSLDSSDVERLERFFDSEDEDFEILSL
NLRP3 yeast inh – NALP3 inhibition in yeast; Yeast reconstituted NLRP3/ASC/caspase-1, beta-gal luminescence, 24 h; inhibition, % at 10 µM; hit rate 0.39% among 330,000;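 active = inhibition of 50% or more; inactive = inhibition below 50%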;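 note: plate controls were induced DMSO wells for no effect and uninduced yeast grown without galactose for full effect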
mIAP block – mouse IAP inhibition | purified mouse IAP, CDP-Star luminescence, 30 min | inhibition, % at 10 µM | hit rate 0.2% among 330,000;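 active = inhibition of at least 40% at 10 µM in the primary screen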;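 note: plate controls were DMSO with enzyme for no effect and no enzyme wells for full effect; values of inactives mirror those of a sister screen read the other way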
hIAP inh – human IAP inhibition; AID 2544; inhibition, % at 10 µM; purified IAP, CDP-Star luminescence, 30 min; hit rate 0.12% among 330,000;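 active = inhibition reaching a set limit with compound at 10 µM in the primary screen, cut at about 35% in these data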;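 note: plate controls were DMSO wells with enzyme for no effect and no-enzyme buffer wells for full effect; values of inactives mirror those of a sister screen read the other way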
Target sequence (P09923 whole entry, looked up): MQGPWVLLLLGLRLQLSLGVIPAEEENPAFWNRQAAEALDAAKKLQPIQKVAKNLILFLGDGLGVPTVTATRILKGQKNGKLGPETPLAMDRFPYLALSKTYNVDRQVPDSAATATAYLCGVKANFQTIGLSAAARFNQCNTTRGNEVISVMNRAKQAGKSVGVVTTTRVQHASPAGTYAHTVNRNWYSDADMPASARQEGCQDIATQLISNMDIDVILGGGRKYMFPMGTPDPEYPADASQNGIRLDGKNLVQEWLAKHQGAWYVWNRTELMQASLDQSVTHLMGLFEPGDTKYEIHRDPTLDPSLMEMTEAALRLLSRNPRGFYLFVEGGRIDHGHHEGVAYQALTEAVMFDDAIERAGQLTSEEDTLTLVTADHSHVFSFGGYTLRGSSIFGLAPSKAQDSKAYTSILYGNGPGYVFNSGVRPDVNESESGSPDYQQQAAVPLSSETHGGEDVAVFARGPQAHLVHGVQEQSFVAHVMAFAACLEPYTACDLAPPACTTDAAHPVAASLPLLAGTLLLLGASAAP
mIAP act – mouse IAP activation; muIAP, CDP-Star luminescence, 30 min; active compounds read high; 1 = vehicle-only enzyme signal, 0 = enzyme-free wells; hit rate 0.24% among 330,000; AID 2805; activation factor at 10 µM;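 active = activation factor of at least 2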; note: the source names both 10 and 20 µM as test concentration; values of inactives mirror those of a sister screen read the other way
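System: Mouse IAP enzyme | Also added: CDP-Star substrate | Dosing: Compounds dispensed in DMSO | Schedule: 30 min enzyme-substrate-compound incubation at room temperature | Technique: Chemiluminescence readout | Control set: DMSO-only wells and no-enzyme negative control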
hIAP act – increases human intestinal alkaline phosphatase activity; P09923; purified human IAP, CDP-Star luminescence, 30 min; active compounds read high; 1 = vehicle-only enzyme, 0 = enzyme-free background; activation factor at 10 µM; hit rate 0.16% among 330,000; AID 2524;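 active = activation factor of the enzyme at least 2-fold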; note: the source names both 10 and 20 µM as test concentration; values of inactives mirror those of a sister screen read the other way
tim10-1 inh – tim10-1 yeast growth inhibition | S. cerevisiae tim10-1 ts strain growth, BacTiter-Glo, 24 h | inhibition, % at 20 µM | hit rate 2.2% among 330,000 | AID 463190;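 active = inhibition of at least 40%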;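 note: mutant grown at 25 °C; 0% = DMSO wells with yeast and 100% = wells holding no yeast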
Apaf-1 inh – human Apaf-1 inhibition; hit rate 0.71% among 330,000; O14727; AID 489030; reconstituted apoptosome caspase-3 activity, DEVD-Rh110 fluorescence; inhibition, % at 20 µM; active = inhibition of at least 40% at 20 µM;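 note: plate controls were DMSO wells for no effect and DEVD-CHO caspase inhibitor wells for full effect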
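detection = Rh110 fluorescence intensity | test system = biochemical Apaf-1 apoptosome reconstitution | also added = cytochrome c and DEVD-Rh110 substrate | schedule = 30 min plus 50 min, RT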
TIM10 inh – TIM10 yeast growth inhibition. hit rate 1.4% among 330,000. AID 463195. S. cerevisiae TIM10 strain growth, BacTiter-Glo luminescence, 24 h. inhibition, % at 10 µM;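 active = inhibition of 40% or more at the single tested concentration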;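 note: wild-type TIM10 isogenic control strain grown at permissive 25 °C; 0% = DMSO yeast wells and 100% = minimal medium wells without yeast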
The depositor's hits bear a star; · = not tested or not shown. Outcome played no part in choosing rows; 4.5% or so of the library scored in one or more.

cpd	SMILES	ATG4B inhibitor	NLRP3 yeast inh	mIAP block	hIAP inh	mIAP act	hIAP act	tim10-1 inh	Apaf-1 inh	TIM10 inh
1	Cc1nc(C)n(CC(O)COc2ccc3ccccc3c2)n1 (centres undefined)	-6	7	18	1	0.82	0.99	12	-4	7
2	O=C(CCc1ccccc1)Nc1cc2c(cc1C(=O)O)OCCCO2	-6	14	-4	21	1	0.79	8	-7	3
3	COC(CNC(=O)c1ccc(CS(=O)(=O)c2ccccc2)o1)OC	-1	8	-4	10	1	0.9	-15	-3	8
4	O=C(CCN1C(=O)/C(=C/c2ccc3c(c2)OCO3)SC1=S)Nc1ccccc1	-5	14	1	-2	0.99	1	11	-4	-14
5	CC(CCCCC(=O)Nc1ccc(C(F)(F)F)cc1)NCCc1cnc[nH]1 (centres undefined)	·	-8	-27	-51	1.3	1.5	22	15	-9
6	COc1ccc2c(c1)C(=O)N(Cc1ccccc1)C(=O)C2(C)C	-8	39	10	4	0.9	0.96	-32	11	-14
7	CN(C)CCNC(=O)CNC(=S)N(CCCN1CCOCC1)Cc1cccs1	-1	-6	-16	-22	1.2	1.2	4	2	-6
8	COc1ccc(C(CCN2CCCCC2)c2c(O)cc(OC)cc2OC)cc1 (centres undefined)	-5	9	-5	-15	1.1	1.1	16	6	11
9	Cc1cc2cc(C#N)c(N3CCOCC3)nc2cc1Cl	-3	13	-8	11	1.1	0.89	29	12	4
10	Nc1nc(=S)[nH]c2c1C1(CCCC1)Cc1ccccc1-2	-43	1	38	10	0.62	0.9	21	-1	23
11	CCOC(=O)c1ccc(-c2c(-c3ccccc3OC)sc3ccc(OC)cc23)cc1F	2	-15	-11	2	1.1	0.98	2	27	12
12	COCCn1c(C)cc(C(=O)CN2CCCCC2)c1C	-5	0	-8	-4	1.1	1	-9	9	4
13	CCCn1c(C2CCCN2c2nc(-c3ccc(C)cc3)cs2)nc2ccccc21 (centres undefined)	0	8	10	2	0.9	0.98	35	20	19
14	CN(C)CCCNCCCNC(=O)c1ccncc1	-3	-10	-7	2	1.1	0.98	7	8	3
15	CC/C(=N\NC(=O)c1nnn(-c2nonc2N)c1-c1ccc2c(c1)OCO2)c1ccccc1	-5	16	4	-5	0.96	1	9	3	0
16	CC(C)c1ccc(S(=O)(=O)N2CCC3(CC2)OCCO3)cc1	0	47	5	15	0.95	0.85	21	-1	11
17	COc1ccc(/C=N/NC(=O)Nc2cccc3nsnc23)c(OC)c1	-4	6	-1	2	1	0.98	-37	7	-42
18	O=C(CSc1nnc(-c2ccco2)n1-c1ccccc1)NCC1CCCO1 (centres undefined)	-1	10	-8	24	1.1	0.76	19	6	3
19	CCCOc1ccc(CSc2nc3ccccc3[nH]2)cc1	5	15	-16	5	1.2	0.95	23	-6	47*
20	CCOC(=O)C1=C(CCc2ccccc2)NC(=O)NC1c1ccc2ccccc2c1 (centres undefined)	6	4	-4	-6	1	1.1	3	16	8
21	COc1ccc(C(=O)NCCc2ccc(C(F)(F)F)cc2)cc1S(=O)(=O)N1CCOCC1	-5	-1	8	-7	0.92	1.1	3	-6	8
22	CCC(CC)C(=O)Nc1cc(C(=O)OC)cc(C(=O)OC)c1	-8	-2	-7	10	1.1	0.9	14	-4	-9
23	COc1cccc2cc(/C(=N/O)c3ccccc3)oc12	-4	21	-4	5	1	0.95	36	0	55*
24	Cc1nn(-c2ccccc2)c(C)c1/C=N/NC(=O)c1cc(C2CC2)[nH]n1	4	-4	-17	9	1.2	0.91	2	0	-4
25	CCOc1ccc(NC(=O)CN(C)C(=O)c2ccccc2SCc2c(C)noc2C)cc1OCC	-5	5	-3	-13	1	1.1	-12	28	-6
26	COc1ccc(NC(=O)c2ccc(OC)c(S(=O)(=O)N3CCCCC3C)c2)cn1 (centres undefined)	-14	25	-4	2	1	0.98	7	0	5
27	O=C(OC(C(=O)O)C(OC(=O)c1ccccc1)C(=O)NCc1ccccc1)c1ccccc1 (centres undefined)	-9	-1	-10	13	1.1	0.87	1	-3	4
28	CCCc1cc(C(=O)NNC(=S)NC(C)c2ccccc2)cs1 (centres undefined)	6	1	8	-39	0.92	1.4	34	-2	21
29	COC(=O)c1c(C(=O)OC)c(-c2ccc(F)cc2)n2c1CS(=O)C2 (centres undefined)	0	12	6	-8	0.94	1.1	-7	-4	9
30	CCC(NC(=O)NNC(=O)c1ccncc1)(C(F)(F)F)C(F)(F)F	8	10	0	3	1	0.97	-7	-4	9

Some of these compounds in order of number of heavy atoms, smallest number first.
cpd	SMILES	ATG4B inhibitor	NLRP3 yeast inh	mIAP block	hIAP inh	mIAP act	hIAP act	tim10-1 inh	Apaf-1 inh	TIM10 inh
19	CCCOc1ccc(CSc2nc3ccccc3[nH]2)cc1	5	15	-16	5	1.2	0.95	23	-6	47*
17	COc1ccc(/C=N/NC(=O)Nc2cccc3nsnc23)c(OC)c1	-4	6	-1	2	1	0.98	-37	7	-42
24	Cc1nn(-c2ccccc2)c(C)c1/C=N/NC(=O)c1cc(C2CC2)[nH]n1	4	-4	-17	9	1.2	0.91	2	0	-4

Further results:
cpd	SMILES	ATG4B inhibitor	NLRP3 yeast inh	mIAP block	hIAP inh	mIAP act	hIAP act	tim10-1 inh	Apaf-1 inh	TIM10 inh
31	CCc1nc2ccccc2n(CCOCCOCCn2c(=O)c(CC)nc3ccccc32)c1=O	-6	17	-2	-1	1	1	20	18	2
32	CCCNS(=O)(=O)c1ccc(CCC(=O)NCC2CCCO2)cc1 (centres undefined)	-10	-11	4	0	0.96	1	12	2	5
33	COc1ccc(-c2csc(NC(=O)CSc3ncn[nH]3)n2)cc1OC	3	-5	20	-35	0.8	1.4	17	6	-10
34	O=c1cc(CO)occ1OCc1ccccc1	9	-7	-2	0	1	1	9	-2	7
35	CCc1c(C)c2cc(Cl)c(O)c(CN3CCCC3)c2oc1=O	0	-17	-3	-28	1	1.3	12	9	-8
36	O=c1[nH]c(C2CCN(S(=O)(=O)c3ccc(S(=O)(=O)NC4CC4)cc3)CC2)nc2c1nnn2Cc1ccc(F)cc1	-14	24	14	8	0.86	0.92	13	19	-11
37	FC(F)(F)c1cnc(Sc2nnc(-c3cccs3)n2CC2CCCO2)c(Cl)c1 (centres undefined)	4	9	8	19	0.92	0.81	24	-16	11
38	NNc1nc2c(Cl)cccc2s1	2	19	10	-12	0.9	1.1	22	0	18
39	O=S(=O)(c1ccc(Cl)c(S(=O)(=O)N2CCCC2)c1)N1CCCC1	0	11	3	-9	0.97	1.1	19	-15	25
40	COc1ccc(OC)c2sc(N3CCN(c4ccccc4)CC3)nc12	-23	22	10	13	0.9	0.87	12	24	20
41	O=C(O)CSc1nnc(COc2ccc(Br)cc2)n1-c1ccccc1	5	8	12	-4	0.89	1	-8	6	9
42	Cc1noc(C)c1-c1nnc(-c2ccc(C(F)(F)F)cc2)o1	-6	5	3	26	0.97	0.74	-1	-13	6
43	O=C(NCc1ccco1)C1CC(c2cccc([N+](=O)[O-])c2)=NO1 (centres undefined)	-1	12	-2	-13	1	1.1	7	-2	3
44	COC(=O)NCc1cccc(CNC(=O)OC)c1	0	-22	-5	4	1.1	0.96	-2	3	-5
45	O=C(NC1CCCC1)c1cc(S(=O)(=O)N2CCOCC2)c(Cl)cc1Cl	27	1	-4	8	1	0.92	-8	-8	3

Only hIAP act, for 4 of the compounds above:
no. | Compound | hIAP act
31 | CCc1nc2ccccc2n(CCOCCOCCn2c(=O)c(CC)nc3ccccc32)c1=O | 1
32 | CCCNS(=O)(=O)c1ccc(CCC(=O)NCC2CCCO2)cc1 (centres undefined) | 1
33 | COc1ccc(-c2csc(NC(=O)CSc3ncn[nH]3)n2)cc1OC | 1.4
34 | O=c1cc(CO)occ1OCc1ccccc1 | 1

Arranged by value in mIAP block (descending): some entries from above.
cpd | compound | mIAP block
33 | COc1ccc(-c2csc(NC(=O)CSc3ncn[nH]3)n2)cc1OC | 20
37 | FC(F)(F)c1cnc(Sc2nnc(-c3cccs3)n2CC2CCCO2)c(Cl)c1 (centres undefined) | 8
42 | Cc1noc(C)c1-c1nnc(-c2ccc(C(F)(F)F)cc2)o1 | 3
31 | CCc1nc2ccccc2n(CCOCCOCCn2c(=O)c(CC)nc3ccccc32)c1=O | -2
45 | O=C(NC1CCCC1)c1cc(S(=O)(=O)N2CCOCC2)c(Cl)cc1Cl | -4

Record cards, as listed above. Order of values: ATG4B inhibitor	NLRP3 yeast inh	mIAP block	hIAP inh	mIAP act	hIAP act	tim10-1 inh	Apaf-1 inh	TIM10 inh
O=C(NC1CCCC1)c1cc(S(=O)(=O)N2CCOCC2)c(Cl)cc1Cl across the screens: 27	1	-4	8	1	0.92	-8	-8	3
O=C(NCc1ccco1)C1CC(c2cccc([N+](=O)[O-])c2)=NO1 (centres undefined) across the screens: -1	12	-2	-13	1	1.1	7	-2	3

(continued)
cpd	SMILES	ATG4B inhibitor	NLRP3 yeast inh	mIAP block	hIAP inh	mIAP act	hIAP act	tim10-1 inh	Apaf-1 inh	TIM10 inh
46	CCN1CCN(c2cc(C)c3cc(NC(=S)NCCCN4CCc5ccccc5C4)ccc3n2)CC1	-6	12	2	13	0.98	0.87	-38	10	-54
47	CCOc1ccc(NC(=O)CN(C)C(=O)c2cc(-c3ccncc3)nc3ccccc23)cc1OCC	5	-3	11	-13	0.89	1.1	-2	5	-3
48	CCOc1ccccc1C1NC(=O)CCC1[N+](=O)[O-] (centres undefined)	-1	13	-1	10	1	0.91	4	2	-1
49	COc1ccc(-c2cn3c(C)c(C(=O)N4CCN(c5ccccc5F)CC4)sc3n2)cc1	-1	25	-1	7	1	0.93	56*	11	36
50	CCCNC(=O)c1ccc(N2CCC3(CC2)CC(c2ccccc2)=NO3)c(NC(=O)c2cccc(C)c2)c1	14	-1	-12	16	1.1	0.84	11	8	3
51	CC(C)Cc1nnc(NC(=O)c2ccc([N+](=O)[O-])cc2)s1	5	-22	-3	-10	1	1.1	7	3	-7
52	CC(C)CN(CCNC(=O)CN1C(=O)COc2ccc(S(=O)(=O)N3CCC(C)CC3)cc21)CC(C)C	-2	3	-41	17	1.4	0.83	3	23	1
53	COc1ccc(NC(C)=O)cc1S(=O)(=O)N(C)Cc1c(C)nn(-c2ccccc2)c1C	-16	22	-8	6	1.1	0.94	11	-8	-6
54	O=C(C[n+]1ccccc1)N1CCCc2ccccc21	0	5	5	-13	0.95	1.1	8	2	5
55	Cc1cccc(Cc2c(C)[nH]c(=O)c(C#N)c2C)c1	-3	4	-2	-3	1	1	-7	3	-25
56	COc1ccc(NC(=S)NCCN2CCC(C)CC2)cc1	2	10	4	13	0.96	0.87	6	-3	5
57	CCn1ccc(C(=O)Nc2ccccc2SC)n1	-2	8	-4	18	1	0.82	12	-11	9
58	COc1ccc(OC)c(S(=O)(=O)N2CCC(C(=O)NCc3ccccn3)CC2)c1	-5	15	1	5	0.99	0.95	-29	0	3
59	CN1CCN(c2nc3ccccn3c(=O)c2C=O)CC1	-2	13	1	-12	0.99	1.1	-12	0	-11
60	O=C(CC(c1ccc(F)cc1)c1ccco1)N1CCOCC1 (centres undefined)	-6	7	8	18	0.92	0.82	10	0	8
